Bioassay records deposited in PubChem by National Center for Advancing Translational Sciences (NCATS).
AMA1 RON2 block: disrupts binding of P. falciparum AMA1 to RON2; AlphaScreen AMA1-biotinylated RON2 peptide binding; Potency, µM (series often up to 58.2 µM), for inactives: top-dose activity change, negative = inhibition, hits mostly inhibitors; 360,000 tested, 0.2% active; AID 720542;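 also: potency is read from the fitted curve at half-maximal effect; 0% = vehicle wells and -100% = peptide control; nearly all actives have a fitted effect of over 45% in size; some results filed as inactive show a strong effect at the top dose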
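AMA1 (3D7) with his tag at 25 nM final met compounds first, then biotinylated RON2 peptide at 25 nM; detection used donor plus acceptor beads, 10 µg/mL apiece, read by AlphaScreen after 30 min at room temperature.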
AmpC inh no detg: blocks E. coli AmpC beta-lactamase in detergent-free assay; Potency, µM (highest dose often 57.1 µM), without a hit: top-dose activity change, negative = inhibition, hits mostly inhibitors; 330,000 tested, 0.52% active; AmpC nitrocefin hydrolysis, absorbance 480 nm, 0.0001% Triton; P00811; AID 485341;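 also: potency is read from the fitted curve at half-maximal effect; plate controls were no compound for no effect and no enzyme for full effect; nearly all actives have a fitted effect of over 20% in size; some results filed as inactive show a strong effect at the top dose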
Target sequence (P00811 whole entry, looked up): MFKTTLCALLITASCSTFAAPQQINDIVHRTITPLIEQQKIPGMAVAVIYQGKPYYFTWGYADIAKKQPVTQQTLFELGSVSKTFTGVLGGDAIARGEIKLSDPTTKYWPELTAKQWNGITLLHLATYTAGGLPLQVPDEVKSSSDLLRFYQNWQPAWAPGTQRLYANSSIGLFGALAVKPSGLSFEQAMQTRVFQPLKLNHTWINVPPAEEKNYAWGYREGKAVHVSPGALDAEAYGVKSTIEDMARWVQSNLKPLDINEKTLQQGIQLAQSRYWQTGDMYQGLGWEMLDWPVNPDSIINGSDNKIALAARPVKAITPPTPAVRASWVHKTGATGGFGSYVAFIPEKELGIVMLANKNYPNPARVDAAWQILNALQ
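20 mM phosphate pH 7.0 + 0.01% (detergent screen) or 0.0001% Triton X-100; 5.3 nM AmpC reagent; cpd preinc 15 min RT; nitrocefin (800 uM stock) to start; A480 q20 s × 4 min; Activity was normalised to no-enzyme and no-compound control wells.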
Giardia FBPA inh: blocks Giardia fructose-bisphosphate aldolase activity | 290,000 tested, 0.71% active | AID 2451 | purified Giardia FBPA | Potency, µM (highest dose often 59.6 µM), for the others: top-dose activity, negative = inhibition, most hits filed as inhibitors | A8B2U2; also: potency is read from the fitted curve at half-maximal effect; nearly all actives have a fitted effect of over 55% in size
Target sequence (A8B2U2 whole entry, looked up): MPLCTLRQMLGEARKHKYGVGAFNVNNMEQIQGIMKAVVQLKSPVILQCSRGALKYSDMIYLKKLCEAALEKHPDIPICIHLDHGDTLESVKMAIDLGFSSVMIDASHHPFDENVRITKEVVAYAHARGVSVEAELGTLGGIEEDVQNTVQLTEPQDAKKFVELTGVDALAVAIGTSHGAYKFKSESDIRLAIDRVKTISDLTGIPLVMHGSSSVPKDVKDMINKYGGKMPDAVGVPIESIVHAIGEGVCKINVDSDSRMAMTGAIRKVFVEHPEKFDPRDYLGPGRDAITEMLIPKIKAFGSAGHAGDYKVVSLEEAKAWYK
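Giardia FBPA (40 nM reagent) was preincubated 10 min at RT with compound (up to 57.5 uM final), then substrate plus GAPDH/TPI/NAD/arsenate coupling system with diaphorase/resazurin was added; resorufin fluorescence (525/598 nm) was read after 20 min.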
HCMV antiviral: inhibitors of human cytomegalovirus; AID 1259415; 410,000 tested, 4.5% active; HFF cells, HCMV-luciferase reporter, 72 h; stronger effect = lower value; activity change, negative = inhibition, % at 57.5 µM; in the data active = activity change below about -60%; inconclusive = no clear call, values can overlap the other calls; inactive = above about -39%
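Two compound doses tested in HFFs infected with HCMV-luciferase, MOI 1 PFU/cell, 72 h at 37C. Lysate luminescence read with OneGlo; data normalized against buffer-only and 10uM Salinomycin inhibitor controls.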
Sm TGR block: S. mansoni TGR enzyme inhibition; Q962Y6; Potency, µM (series often up to 114 µM), for the others: at the top dose activity change, negative = inhibition, hits mostly inhibitors; purified TGR, DTNB reduction, TNB absorbance 405 nm; 360,000 tested, 3% active; also: potency is read from the fitted curve at half-maximal effect; nearly all actives have a fitted effect of over 60% in size
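First, TGR (20 nM dispensed) and NADPH were mixed with compound. Second, a 15 min room-temperature incubation followed. Third, further NADPH and then DTNB were added to start the reaction. Finally, TNB absorbance was monitored kinetically.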
AmpC detergent: inhibitors of E. coli AmpC beta-lactamase with detergent; 370,000 tested, 0.041% active; AmpC hydrolysis of nitrocefin, absorbance 480 nm, 0.01% Triton; Potency, µM (highest dose often 114 µM), without a hit: top-dose activity change, negative = inhibition, actives largely listed as inhibitors; P00811;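 also: potency is read from the fitted curve at half-maximal effect; 0% = no-compound wells and -100% = no-enzyme wells; nearly all actives have a fitted effect of over 25% in size; some results filed as inactive show a strong effect at the top dose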
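20 mM phosphate pH 7.0 + 0.01% (detergent screen) or 0.0001% Triton X-100; 5.3 nM AmpC reagent; cpd preinc 15 min RT; nitrocefin (800 uM stock) to start; A480 q20 s × 4 min; Activity was normalised to no-enzyme and no-compound control wells.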
Numbers without * were called inactive; ? = inconclusive; . = no result given; & = joins results of further samples; [ ] = another dose, or the depositor's remark. Unless noted, calls follow the shape of the dose curve; as a rule, active = well fitted curve in the direction sought with a large enough effect; inconclusive = small, poorly fitted or top-dose-only effect, or another doubt; inactive = no such curve, though single readings can be large; an effect the other way counts as inactive or inconclusive. Unless noted, % is scaled to controls: 0 for no effect and ±100 for the full control effect.

SMILES | AMA1 RON2 block | AmpC inh no detg | Giardia FBPA inh | HCMV antiviral | Sm TGR block | AmpC detergent
COCCn1nnnc1C(c1cc2ccc(C)cc2[nH]c1=O)N(Cc1ccco1)Cc1cccs1 (stereo unspecified) | -8% | 82%[activator] | -2% | -27 | -2%[11.4 µM] | -13%
CCOc1ccc(Cn2nnc(C(=O)NCCc3ccccc3)c2N)cc1 | 0% | -31% | 0% | -12 | -4% | -14%
Cc1cc(CN2CCCC(C(=O)Nc3ccc(-c4nc5ccccc5[nH]4)cc3)C2)n[nH]1 (stereo unspecified) | 24% | -13% | -13% | -19 | -23% | -7%
CCCCC(=O)Nc1nc(C)c(-c2csc(Nc3ccccc3OC)n2)s1 | 6% | -34% | 5% | -36 | -24% | 2%
CCCNc1nc(Cl)nc(Nc2ccc(Cl)cc2)n1 | -4% | -51% | 9% | 6 | -25% | 0%
CCc1ccc(NC(=O)CSc2nc(=O)n(Cc3ccncc3)c3c2CCC3)cc1 | . | . | . | -2 | 10% | 0%
CCn1c(=O)c(CCC(=O)NCCN2CCOCC2)c(C)c2c(C)nn(-c3cccc(C)c3)c21 | 9% | 34%[activator] | . | ? | 6% | -3%
Cc1ccc(NC(=O)CSCc2cc(=O)n3nc(C4CC4)sc3n2)cc1 | -7% | -9% | . | 4 | -16% | 0%
CCc1cccc(CC)c1NC(=O)Cn1c(-c2ccccc2Cl)nc2ccccc21 | -8% | -8% | -5% | -15 | 3% | ?
O=CN/N=C/c1c(O)ccc2ccccc12 | 77%[activator] | -32% | 12% | -35 | 0% | 0%
CC(=O)c1cccc(NC(=O)N2CCCCCC2)c1 | -6% | -9% | -7% | 22 | 2% | ?
CCCc1cc(=O)oc2cc(C)cc(OC(C)C(=O)N[C@@H](Cc3c[nH]c4ccccc34)C(=O)O)c12 (stereo partly specified) | 8% | -32% | 7% | . | -1% | -3%
Cc1cc(N2CCCC2=O)c(N)cc1N | -2% | -23% | -29% | -33 | -14% | -2%
COc1ccc(N2C(=O)CCC(C(=O)N(C)C3CCCCC3)C2c2ccc(OC)c(OC)c2)cc1 (stereo unspecified) | 5% | 111%[activator] | -1% | -12 | -2% | 2%
CCc1nccn1C(=O)c1cnn2c(C(F)F)cc(-c3ccccc3)nc12 | . | -15% | 10% | . | 0% | -2%
COc1cc(OC)c(C(=O)OCC(=O)N(Cc2ccccc2)C(C)(C)C)cc1OC | -2% | 149%[activator] | 2% | -35 | 8% | 2%
Cc1ccccc1CN(C)C(=O)COC(=O)CSc1ccc([N+](=O)[O-])cc1 | -3% | -22% | . | -8 | 1% | ?
O=C(/C=C/c1cccc(Br)c1)c1ccc2c(c1)OCO2 | -29% | -2% | . | 126 | ? | 6%
Cc1cc(C(=O)NCCc2ccc(Cl)cc2)c2c(C)nn(-c3cccc(F)c3)c2n1 | . | . | . | 9 | 16% | 3%
COc1ccc(N2CC(C(=O)Nc3nnc(SCCC4OCCO4)s3)CC2=O)cc1 (stereo unspecified) | 17% | 16% | . | -20 | -21% | -8%
c1ccc(Cn2ncc3ccccc32)cc1 | 3% | -8% | -7% | 10 | -18% | ?
CC(C)CN1C(=S)SC(C)(C)C1n1oc(=O)n(-c2ccc(Cl)cc2)c1=O (stereo unspecified) | 1% | -21% | 5% | . | 7% | -6%
Cc1ccc(N2CN=C3SCC(=O)N3C2)cc1C | -12% | -13% | 3% | 28 | -9% | -7%
CCOc1ccc(CCNC(=O)CCSCc2ccc(Cl)cc2)cc1OCC | . | . | . | -24 | -1% | 5%
CSCC[C@H](NC(=O)c1cccc([N+](=O)[O-])c1C)c1nc2ccccc2[nH]1 | -3% | -40% | 4% | 20 | -16% | -7%
COc1cc(OC)c(C2N(C)c3ccccc3N2C)cc1OC | . | -7% | 3% | . | -4% | 4%
CCc1n[nH]c(=S)n1N=C1CCC(C)CC1 (stereo unspecified) | 13% | -2% | ? | -1 | 13% | -5%
Cc1ccc(-n2c(C)cc(=O)cc2C)c(C)c1 | -5% | -12% | 2% | -31 | 2% | -9%
Cc1sc(N2C(=O)C3C(C2=O)[C@H]2C=C[C@@H]3C2)c(C#N)c1C (stereo partly specified) | -1% | -12% | 0% | 4 | 16% | -1%
CCOC(=O)C1CCN(Cc2ccc(F)cc2F)CC1 | -7% | -10% | -17% | 8 | 4% | ?
COc1cc(NC(=O)c2cccs2)ccc1NC(=O)c1ccco1 | 8% | -22% | -8% | 41 | 3% | -5%
COCCCNc1nc2nonc2nc1N1CCC(C(C)N2CCOCC2)CC1 (stereo unspecified) | 9% | 25% | 6% | 9 | 23% | -1%
O=C(CSc1nnc(-c2ccc(F)cc2)o1)N1CCN(C(=O)c2ccco2)CC1 | -2% | -12% | 1% | 1 | -1% | -4%
O=C(NNc1cc(Cl)ccc1Cl)c1cccnc1Cl | 25% | -18% | 0% | ? | 1% | ?
O=C(O)c1ccc2c(c1)C(=O)N([C@H](Cc1ccc(O)c(O)c1)C(=O)O)C2=O | . | -15% | -15% | . | 13µM* | ?
CCOc1ccc(Oc2ccc(S(=O)(=O)N3CCOCC3)cc2NC(=O)CCNC(C)=O)cc1 | 10% | ? | . | -17 | -5% | -13%
CCCCN(C)CCNC(=O)CN1C(=O)CSc2ccc(S(=O)(=O)N3CCCCC3)cc21 | -7% | 27% | 5% | 28&-9 | 1%&-3% | -7%&2%
CCOc1ccc(CNC(=S)N/N=C/c2ccncc2)cc1 | 81%[activator] | -25% | 7% | 2 | -23% | -11%
COC(=O)C1SCC2C(=O)N(Cc3ccc(F)cc3)CC(=O)N21 (stereo unspecified) | 2% | -8% | 3% | 1 | -2% | ?
CCNc1nc(Oc2ccc(C(=O)OCC)cc2)nc(N2CCOCC2)n1 | . | 10% | -3% | . | -9% | -7%
Cc1ccccc1C1CCCN(Cc2nc(C3CC3)no2)C1 (stereo unspecified) | 16% | 45% | -3% | 0 | ? | 0%
Cc1ccc(NS(=O)(=O)c2ccc(C(=O)NCC3CCCO3)cc2)cc1 (stereo unspecified) | 2% | -21% | 4% | 11 | -21% | -1%
O=C(Nc1ccc2c(c1)nc1n2CCOC1)C1CCCCC1 | 2% | -10% | -5% | 35 | 1% | -2%
O=C(CN1C(=O)CSc2ccc(S(=O)(=O)N3CCOCC3)cc21)NCCCN1CCOCC1 | -2% | -20% | 2% | -11 | 34% | 0%
O=C(Cn1cnc2c(oc3ccccc32)c1=O)NCC1CCCO1 (stereo unspecified) | 13% | -23% | 4% | 35 | -7% | -7%
N#Cc1c(=O)c2nc(NCCCO)ncc2n2c(=O)c3ccccc3[nH]c12 | 73%[activator] | -48% | ? | 14 | . | 1%
O=C(CN1C(=O)COc2ccccc21)Nc1ccccc1F | 14% | -9% | -1% | 6 | 15% | -18%
COc1ccc(NC(=O)C2C3C=CC(O3)C2C(=O)NCc2cccnc2)cc1 (stereo unspecified) | 16% | -16% | -20% | 14 | -34% | ?
COc1ccccc1NS(=O)(=O)c1ccc(C)c(C(=O)NCc2cccnc2)c1 | 2% | -17% | . | 55 | -3% | -3%
Cn1ccnc1Sc1ccc(C=O)cc1[N+](=O)[O-] | 1% | -5% | 1% | -38 | -29% | 6%
The results go on.
SMILES | AMA1 RON2 block | AmpC inh no detg | Giardia FBPA inh | HCMV antiviral | Sm TGR block | AmpC detergent
COC(=O)[C@]1(C)N[C@H](c2ccc(-c3ccccc3)cc2)[C@@H]2C(=O)N(C)C(=O)[C@@H]21 | 1% | 208%[activator] | . | 1 | ? | -10%
CCOC(=O)Cc1c(C)nc2c(-c3ccccc3OC)c(C)nn2c1C | -14% | 44%[activator] | -1% | 5 | 1% | 3%
c1ccc(-c2nnc(OCCN3CCOCC3)c3ccccc23)cc1 | 0% | 33% | -9% | 37 | -8% | -10%
O=C(COC(=O)c1cccc(NS(=O)(=O)c2ccc(F)c(F)c2)c1)NC(=O)NC1CCCCC1 | 0% | -23% | -1% | 43 | -20% | ?
O=C1CC(N2CCN(c3ccccc3)CC2)C(=O)N1c1ccc2c(c1)OCO2 (stereo unspecified) | 2% | -5%[2.29 µM] | 6% | 9 | -16% | -2%
S=C(NCc1ccco1)Nc1cccc(Cl)c1Cl | 8% | -32% | 1% | -19 | 7.9µM* | 1%
COc1ccc(C(=O)CC(=O)C(=O)Nc2cccc([N+](=O)[O-])c2C)cc1 | 85%[activator] | -44% | 11% | -9 | -9% | -1%
Cc1occc1C(=O)N1CCCC(CCC(=O)NCc2ccc(F)c(F)c2)C1 (stereo unspecified) | -7% | 18% | 4% | 22 | ? | 4%
COc1ccccc1OCCCC(=O)NCc1ccco1 | -9% | 0% | 0% | 11 | -17% | -2%
NC(=NCCc1c[nH]c2ccccc12)NC(=O)c1ccc(Cl)cc1 | -5% | -39% | -8% | 15 | 9% | 6%
COc1cc(/C=C/C(=O)OCC(=O)NCCCc2ccccc2)cc(OC)c1OC | -1% | 153%[activator] | . | -15 | . | .
Cc1cc(C)cc(NC(=O)C2CCCC2)c1 | 10% | -16% | -6% | 2 | 5% | ?
CCOC(=O)N1CCN(c2ccc(N3C(=O)CCCC3=O)cc2[N+](=O)[O-])CC1 | -3% | 1% | 1% | 13 | -7% | -4%
Cc1ccnc(NC(=O)CNC(=O)c2ccco2)c1 | -3% | ? | . | 8 | 4% | -16%
CC(C)CCNC(=O)c1ccc(Cn2c(SCC(=O)NC(C)C)nc3ccccc3c2=O)cc1 | . | . | . | 7 | 16% | 25%
Cc1nc(C(N)=O)c(N)n1CCc1ccccc1 | 13% | 1% | 2% | 78 | ? | -8%
CC(C)N1C(=O)c2ccccc2C1C(=O)NCCc1ccccc1 (stereo unspecified) | -4% | -14% | 2% | -1 | -4% | -4%
CCOc1ccc(CCNC(=O)c2cccc3c2C(=O)N(CCOC)C3)cc1OCC | 0% | 93%[activator] | -6% | -6 | -17% | -1%
CCc1ccccc1NC(=O)c1ccc(F)c(S(=O)(=O)N2CCC(C(N)=O)CC2)c1 | -4% | -12% | -1% | -9 | 2% | -2%

Not a hit list; about 7.8% have a hit in one of these screens.
